# CHO-K1 Ca antag: counter-screen for M1 antagonists: effect in parental CHO-K1 cells | ATP-induced calcium, Fluo-8 fluorescence | inhibition, % at 3 µM | hit rate 0.6% among 360,000;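 active = inhibition above a per-plate cutoff, the plate's mean sample inhibition plus 3 SD, cut at about 24% in these data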;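 also: 0% = DMSO plus EC80 ATP and 100% = DMSO alone without ATP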
# CHO-K1 Ca PAM: nonselective calcium activators in parental CHO-K1 cells, primary screen, counter-screen for M1 PAM project, cell-based, Fluo-8 calcium fluorescence, full deck, 1536-well | ATP EC20; 0% at ATP EC20, 100% at ATP max | activation, % at 3 µM | hit rate 0.02% among 360,000 | AID 602247, 2012;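 active = activation above the run cutoff, the mean activation of all test compounds plus 3 SD, cut at about 40% in these data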;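 also: peak over basal fluorescence ratio in a 140 s read after ATP addition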
# M4 PAM: human M4 muscarinic receptor positive allosteric modulators, primary screen, CHO-K1 cells, Fluo-8 calcium fluorescence; Muscarinic acetylcholine receptor M4 (Homo sapiens), P08173; CHO-K1 hM4/Gqi5, ACh EC20; 0% = ACh EC20, 100% = maximal ACh; activation, % at 3 µM; hit rate 0.4% among 360,000; AID 624126, 2012;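 active = activation above its plate's cutoff, the mean activation of sample wells plus 3 SD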; also: some results filed as inactive read as strong as hits
# Target sequence (P08173 whole entry, looked up): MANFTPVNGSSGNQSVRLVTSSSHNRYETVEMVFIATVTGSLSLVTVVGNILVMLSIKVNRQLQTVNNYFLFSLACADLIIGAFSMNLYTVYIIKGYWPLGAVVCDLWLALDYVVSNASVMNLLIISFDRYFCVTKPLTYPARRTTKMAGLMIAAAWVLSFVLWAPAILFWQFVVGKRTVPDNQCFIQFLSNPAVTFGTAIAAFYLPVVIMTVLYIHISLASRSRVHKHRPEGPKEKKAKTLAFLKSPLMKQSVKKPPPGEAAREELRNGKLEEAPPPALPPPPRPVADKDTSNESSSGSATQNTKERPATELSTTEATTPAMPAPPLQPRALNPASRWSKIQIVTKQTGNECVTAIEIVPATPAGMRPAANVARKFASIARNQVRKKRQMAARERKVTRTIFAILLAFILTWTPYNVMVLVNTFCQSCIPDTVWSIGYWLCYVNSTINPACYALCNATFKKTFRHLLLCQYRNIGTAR
# CHRM5 agonist: human M5 muscarinic receptor agonists, primary screen, CHO-K1 cells, Fluo-8 calcium fluorescence. hit rate 0.19% among 360,000. Muscarinic acetylcholine receptor M5 (Homo sapiens), P08912. activation, % at 3 µM. CHO-K1 hM5 cells; 0% DMSO wells, 100% maximal acetylcholine response;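 active = activation above the run's mean over test compounds plus 3 SD, cut at about 23% in these data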;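 also: signal is peak over basal fluorescence ratio across the kinetic read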
# Target sequence (P08912 whole entry, looked up): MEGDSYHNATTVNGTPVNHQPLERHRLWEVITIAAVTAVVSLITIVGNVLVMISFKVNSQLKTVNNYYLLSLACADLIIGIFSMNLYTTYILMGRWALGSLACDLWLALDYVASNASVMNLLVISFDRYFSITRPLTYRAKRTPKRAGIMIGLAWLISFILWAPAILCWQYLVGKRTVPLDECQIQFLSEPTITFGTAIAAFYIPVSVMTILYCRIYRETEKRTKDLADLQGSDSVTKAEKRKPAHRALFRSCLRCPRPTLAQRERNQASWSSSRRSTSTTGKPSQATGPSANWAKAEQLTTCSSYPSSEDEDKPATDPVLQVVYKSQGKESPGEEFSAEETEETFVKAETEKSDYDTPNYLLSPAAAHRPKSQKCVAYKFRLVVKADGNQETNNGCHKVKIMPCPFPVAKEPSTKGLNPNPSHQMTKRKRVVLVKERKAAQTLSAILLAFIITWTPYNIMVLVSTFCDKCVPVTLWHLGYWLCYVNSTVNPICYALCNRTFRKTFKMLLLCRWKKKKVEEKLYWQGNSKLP
# M4 antag: human M4 muscarinic receptor antagonists, primary screen, CHO cells, Fluo-8 calcium fluorescence; Muscarinic acetylcholine receptor M4 (Homo sapiens), P08173; CHO-hM4 cells, ACh EC80; inhibition, % at 3 µM; hit rate 0.73% among 360,000;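 active = inhibition above its plate's cutoff, the mean inhibition of sample wells plus 3 SD, cut at about 27% in these data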;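 also: 0% = acetylcholine EC80 with DMSO and 100% = DMSO without agonist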
# CHRM5 antagonist: human M5 muscarinic receptor antagonists, primary screen, CHO cells, Fluo-8 calcium fluorescence | Muscarinic acetylcholine receptor M5 (Homo sapiens), P08912 | CHO-hM5 cells, ACh EC80 | inhibition, % at 3 µM | hit rate 0.59% among 360,000;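 active = inhibition above a per-plate cutoff, the mean of that plate's test compounds plus 3 SD, cut at about 27% in these data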;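 also: 0% = acetylcholine EC80 with DMSO and 100% = DMSO without agonist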
# M1 ag parental: counter-screen for M1 agonists: effect in parental CHO-K1 cells | Fluo-8 calcium fluorescence; scaled to maximal ATP response, vehicle zero | activation, % at 3 µM | hit rate 0.48% among 360,000; in the data active = activation above about 15%;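 also: untransfected CHO-K1 host cells lacking M1 receptor as counterscreen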
# M5 PAM: human M5 muscarinic receptor positive allosteric modulators, primary screen, CHO-K1 cells, Fluo-8 calcium fluorescence. hit rate 0.3% among 360,000. AID 624038, 2012. activation, % at 3 µM. CHO-K1 hM5, ACh EC20 PAM; 0% = ACh EC20, 100% = ACh EC100. Muscarinic acetylcholine receptor M5 (Homo sapiens), P08912;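 active = activation above the run cutoff, the mean activation of all test compounds plus 3 SD, cut at about 18% in these data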
#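 Assay system: CHO-K1 hM5 cells / Incubation: Fluo-8 loading 80 min at 37 °C plus 30 min room temperature / Technique: Fluo-8 calcium dye fluorescence, kinetic read / Repeats: single replicate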
# CHRM4 agonist: human M4 muscarinic receptor agonists, primary screen, CHO-K1 cells, Fluo-8 calcium fluorescence; activation, % at 3 µM; hit rate 0.14% among 360,000; AID 624127, 2012; CHO-K1 hM4/Gqi5; vehicle 0%, full acetylcholine response 100%;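 active = activation above the run mean over all test wells plus 3 SD, cut at about 32% in these data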;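 also: peak over basal fluorescence ratio per well then scaled between controls; 0% = DMSO wells and 100% = acetylcholine at EC100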
# An asterisk follows results filed as active.
SMILES,CHO-K1 Ca antag,CHO-K1 Ca PAM,M4 PAM,CHRM5 agonist,M4 antag,CHRM5 antagonist,M1 ag parental,M5 PAM,CHRM4 agonist
Cc1ccc(NC(=S)Nc2c(C)n(C)n(-c3ccccc3)c2=O)cc1,-9,26,14,-1,-10,1,-0.3,-1,0
CCC1CCCCN1C(=O)CSc1nnc(CNC(=O)COc2ccc(Cl)cc2)o1 (stereo unspecified),-7,24,-6,-4,-2,5,2.3,3,3
Cc1cc2[nH]c(=O)c(=O)[nH]c2cc1S(=O)(=O)Nc1cccc(C)c1C,-11,11,-4,-6,-5,5,0.6,-2,0
CCN(CC)CCN(C(=O)c1ccc2c(c1)CCCC2)c1nc2ccc(F)cc2s1,-15,-5,2,-13,2,2,0.4,4,-1
CC(=O)NCCn1c(SCC(=O)OCc2ccccc2)nc2ccccc2c1=O,-8,18,-13,1,11,8,2.9,-9,6
Cc1ccc(S(=O)(=O)NCC(c2cccnc2)N(C)C)cc1 (stereo unspecified),-5,13,-6,2,4,5,0.0,-3,1
CCOC(=O)C(NC(=O)CC)(Nc1cc(C)on1)C(F)(F)F (stereo unspecified),-2,10,34*,-3,-8,-7,-0.1,6,1
CCCCCCCCNc1nc(Cl)nc(NCCN2CCOCC2)n1,-16,20,2,-2,6,5,0.3,3,0
O=C(O)CCN1C(=O)C2C3c4ccccc4C(c4ccccc43)C2C1=O (stereo unspecified),-13,17,-1,2,-2,-15,0.2,15,0
COc1cc(-c2n[nH]c(=S)n2-c2ccccc2C(F)(F)F)cc(OC)c1OC,-10,9,0,7,-6,4,3.1,-2,1
Oc1c(Cl)cc(CN2CCCCC2)c2cccnc12,-10,13,-1,-5,2,3,0.2,-3,0
CC(C(=O)Nc1ccccc1Sc1ccccc1)N(c1ccccc1)S(C)(=O)=O (stereo unspecified),-2,13,3,-5,-6,0,-0.1,-6,-1
Cc1nc(C(=O)Nc2ccc(Cl)cc2)sc1C1(C)CC(c2cccc([N+](=O)[O-])c2)=NO1 (stereo unspecified),0,7,20,0,-4,12,-0.1,-2,0
O=C(CCCCCn1c(=O)[nH]c2ccsc2c1=O)NCc1ccc(F)cc1,-11,10,8,-8,1,2,0.9,-17,3
O=C(CSc1nnc(-c2ccccc2)c(-c2ccccc2)n1)N1CCOCC1,-7,18,10,-4,-10,-3,0.4,0,2
CC(C)(C)NC(=O)Cn1c(SCC(=O)NC2CC2)nc2ccccc21,-22,18,0,-1,9,7,1.3,-3,2
COc1ccc(C(CNC(=O)c2cc(F)c(F)c(F)c2F)N2CCOCC2)cc1 (stereo unspecified),-15,14,8,-3,4,12,0.1,0,1
CC1CCN(S(=O)(=O)c2cccc(C(=O)Nc3ccccn3)c2)CC1,-14,22,-1,1,12,-11,2.4,7,3
CS(=O)(=O)c1ccc(C(=O)Nc2ccccc2N2CCOCC2)c(Cl)c1,7,0,1,-3,4,16,0.5,-9,2
CC(Sc1nnc2c(n1)[nH]c1ccccc12)C(=O)N(C)C1CCCCC1 (stereo unspecified),-12,2,-5,-4,13,7,2.1,2,10
O=C(CSC1=NS(=O)(=O)c2ccccc2N1)NCCc1ccccc1,0,14,4,-5,7,-3,7.0,7,0
COC(=O)C(C(=O)Nc1ccccc1C)C1CCCCCC1 (stereo unspecified),-8,12,-1,-4,-2,13,1.7,-2,1
Cc1ccccc1CSc1ccc2nnc(-c3ccccn3)n2n1,-15,25,7,0,2,6,0.2,1,0
CC(C(=O)NCc1ccc(Cl)cc1)n1cccc1C(=O)c1ccccc1 (stereo unspecified),-3,3,-2,-8,13,-17,-0.2,5,-1
O=C(CCNS(=O)(=O)c1ccccc1F)N1CCN(C(c2ccccc2)c2ccccc2)CC1,-10,14,-3,-7,-1,3,0.5,2,1
CC1CC(C)CN(C(=O)c2ccc(N3CC4CC(C3)c3cccc(=O)n3C4)c([N+](=O)[O-])c2)C1 (stereo unspecified),14,-4,-12,-1,20,4,-0.1,3,0
Cc1ccc(-n2ccc(=O)c(C(=O)Nc3ccc(S(=O)(=O)Nc4onc(C)c4C)cc3)n2)cc1,9,-4,8,-5,-13,-6,-0.6,1,0
CCNc1nc(NCC)nc(N/N=C/c2ccc(OC)cc2)n1,-5,16,-2,-2,-6,9,1.1,-2,2
O=C(CSc1nc2ccc(Cl)cc2[nH]1)NCCc1ccc(Cl)cc1,-6,18,3,-1,-17,0,2.6,-2,5
Cc1csc(NC(=O)c2ccc[nH]c2=O)n1,-3,-7,0,2,-3,1,0.5,1,1
CC(=O)Nc1ccc2nc(NC(=O)CCc3ccccc3)sc2c1,-8,2,-5,-2,2,8,0.5,-9,2
Cc1c(C(=O)Nc2ccc(F)cc2)nnn1-c1cccc(C(F)(F)F)c1,18,-7,-6,2,3,19,7.6,-13,8
O=[N+]([O-])c1ccccc1S(=O)(=O)N1CCN(S(=O)(=O)c2ccc3c(c2)OCCO3)CC1,-1,0,-1,4,7,6,0.4,-8,3
Cc1nn(CCO)c(N)c1C1(O)C(=O)Nc2c(Cl)cc(Cl)cc21 (stereo unspecified),-7,19,2,4,-4,4,1.0,-1,2
Cc1sc2nc(CSc3n[nH]c(N)n3)[nH]c(=O)c2c1C,-5,14,8,1,-6,-4,0.6,3,0
O=C(CSCc1ccc(Cl)cc1)N1CCCCC1,-7,15,4,-6,-6,-8,1.1,-6,1
Cc1csc(SC(C)C(=O)Nc2ccc(Cl)cn2)n1 (stereo unspecified),-2,2,-9,-10,6,4,-0.1,-2,-1
Cn1c(Cn2nnc3ccccc32)nnc1SCC(=O)c1ccccc1F,-25,17,0,2,-1,7,3.0,-8,4
Cc1ccc(C2/C(=C(\O)c3ccc4c(c3)OCCO4)C(=O)C(=O)N2Cc2cccnc2)cc1 (stereo unspecified),-19,22,-5,-5,8,3,1.5,-2,1
CN(CC(=O)Nc1ccc(F)cc1)CC(=O)N1CCc2ccccc21,-11,12,6,-5,-4,2,0.3,0,2
Cc1[nH]c(C)c(S(=O)(=O)NCc2ccco2)c1C(=O)N1CCCCC1,-18,20,8,-5,7,4,1.2,-1,2
CN(C)C(CN1C(=O)C2CC=CCC2C1=O)c1cn(C)c2ccccc12 (stereo unspecified),-7,5,6,-1,-3,-2,0.1,1,1
Cc1nonc1N1CCN(Cc2cn[nH]c2-c2ccc3c(c2)OCO3)CC1,-13,22,2,-2,-4,2,2.1,3,1
O=C(c1cccc(Cl)c1)N(Cc1cccs1)C1CCS(=O)(=O)C1 (stereo unspecified),-7,8,3,-5,-15,-1,-0.2,-1,2
Nc1ccccc1SCC(=O)Nc1nccs1,-11,14,-6,0,7,2,1.2,4,1
CC(C)c1ccc(NC(=O)c2sccc2-n2cccc2)cc1,-17,30,0,-3,-5,-17,1.7,-1,-1
O=[N+]([O-])c1ccc(-c2ccc(/C=N/O)o2)cc1,-1,-4,0,1,5,10,1.4,-6,2
CCc1nc2c(c(=O)c3ccccc3n2C)c(=O)n1C1CCCCCC1,1,2,2,2,0,-6,13,3,13
O=C(NCCc1cn2ccsc2n1)c1cccs1,19,3,6,4,-13,4,1.9,-4,5
Cc1ccccc1C(=O)N1CCCC(CCC(=O)N2CCN(c3ccccn3)CC2)C1 (stereo unspecified),-9,13,-17,-2,-3,4,2.3,0,2
# Next results.
SMILES,CHO-K1 Ca antag,CHO-K1 Ca PAM,M4 PAM,CHRM5 agonist,M4 antag,CHRM5 antagonist,M1 ag parental,M5 PAM,CHRM4 agonist
COc1ccc(NC(=O)N2CCN(C(=O)Nc3ccc(OC)cc3)CC2)cc1,1,-1,9,6,4,5,0.7,17,1
COc1ccc(-c2cc(C(=O)N3CCN(Cc4ccccc4)CC3)no2)cc1OC,-15,21,-11,-3,16,10,0.8,-3,1
O=C(CCS(=O)(=O)c1ccccc1)Nc1nc2c(s1)CCCC2,3,4,0,3,-4,-3,1.2,-3,4
O=C(CCS(=O)(=O)c1cc2c(cc1Cl)NC(=O)CO2)NCc1ccc(F)cc1,-15,22,2,0,-7,-4,0.7,2,1
O=C(Cn1cnc2c(nnn2Cc2ccc(F)cc2)c1=O)NCC1CCCO1 (stereo unspecified),1,12,10,0,-8,8,0.8,-2,0
CCCCn1nc(C(=O)N(C)C2CCCCC2)c2ccccc2c1=O,-5,-3,-1,2,-5,-4,-0.3,-5,2
CN(C(=O)COC(=O)c1cccc(S(=O)(=O)N2CCCCCC2)c1)c1ccccc1,0,4,-3,-1,1,-1,2.8,-4,3
O=C(CSc1nc2ncccc2[nH]1)c1ccc(F)cc1,2,14,1,0,-12,-4,0.3,-1,2
Cc1ccc(N2CC(C(=O)OCC(=O)c3c(N)n(CC(C)C)c(=O)n(C)c3=O)CC2=O)cc1 (stereo unspecified),9,-18,-3,-3,3,4,-0.2,-3,0
COc1ccc2[nH]c3c(c2c1)CCNC3c1ccc([N+](=O)[O-])o1 (stereo unspecified),-12,1,-5,-1,2,-4,1.3,0,2

# An excerpt from above with just CHO-K1 Ca PAM:
Molecule | CHO-K1 Ca PAM
COc1ccc(-c2cc(C(=O)N3CCN(Cc4ccccc4)CC3)no2)cc1OC | 21
O=C(CCS(=O)(=O)c1ccccc1)Nc1nc2c(s1)CCCC2 | 4
O=C(CCS(=O)(=O)c1cc2c(cc1Cl)NC(=O)CO2)NCc1ccc(F)cc1 | 22
O=C(Cn1cnc2c(nnn2Cc2ccc(F)cc2)c1=O)NCC1CCCO1 (stereo unspecified) | 12

# More structures follow.
SMILES,CHO-K1 Ca antag,CHO-K1 Ca PAM,M4 PAM,CHRM5 agonist,M4 antag,CHRM5 antagonist,M1 ag parental,M5 PAM,CHRM4 agonist
CCOC(=O)CCCCC(=O)NC(CO)C(=O)NC (stereo unspecified),-5,2,5,-2,-7,-5,0.1,-6,1
O=Cc1cnc(N2CCCCC2)s1,-16,17,-4,-6,7,-6,0.9,12,1
O=C(NCc1ccccc1)c1nc(S(=O)(=O)Cc2ccccc2)ncc1Cl,7,-18,-6,-7,24,19,0.4,-3,2
CC(C)CCC(C)N=Cc1c(O)n(Cc2ccccc2)c(=O)c2ccccc12 (stereo unspecified),-14,18,1,-4,6,8,1.1,-5,-1
COc1c(Cl)cc(Cl)cc1C(=O)Nc1ccc(CN2CCCCC2)cc1,6,13,-10,-9,2,-1,0.3,-2,3
COc1ccc(C(=O)COC(=O)CSCc2c(C)noc2C)cc1OC,-13,10,-1,5,-17,-11,3.2,1,6
COc1cc(CCC(=O)Nc2c(C(=O)N3CCN(c4ccccc4OC)CC3)oc3ccccc23)on1,-3,7,-5,2,-2,-4,3.8,-8,16
Cc1ccc(NC(=O)CN2C(=O)S/C(=C\c3cc(Cl)c(OCC(=O)O)c(Cl)c3)C2=O)cc1,-10,25,-2,-3,2,2,2.1,3,0

# Screens (PubChem)
